Bioassay records (PubChem)
MrgX1 antag: blocks BAM8-22 activation of human MrgX1 receptor | MRGX1-HEK293 calcium flux, Fluo-4, BAM8-22 antagonism; hits give low values | B-score at 10 µM | hit rate 1.3% among 310,000;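 active = calcium-response B-score plate-corrected more than 3 library SD below zero, starting fluorescence within 5 deviations, no agonist response on first addition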;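 also: peak minus trough fluorescence over baseline after final BAM8-22 challenge near maximal dose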
HIF act: HIF pathway transcriptional activation | U2OS HRE-luciferase reporter, luminescence; normalized: DMSO 0%, desferrioxamine 100% | activation, % at 7.5 µM (by protocol) | hit rate 0.32% among 300,000;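 active = mean activation of at least 10% of the iron chelator positive control signal, with at least half of replicates also reaching 10%; inconclusive = mean and replicate majority disagree about reaching 10%; inactive = mean and most replicates under 10%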
Platelet DG rel: modulates dense granule release in human platelets. human platelet-rich plasma, SFLLRN dense granule ATP release, luminescence. inhibition, %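 (compounds screened at 7.5 µM in platelet-rich plasma)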. hit rate 0.22% among 300,000;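 active = mean replicate score, as percent of positive control, at or above 50; inconclusive = mean below 50 but at least one replicate at or above 50; inactive = mean and every replicate below 50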
RGS4 act: potentiators or activators of RGS4; HEK293 M3R/inducible RGS4, carbachol calcium flux Fluo4; hits give low values; B-score at 10 µM; hit rate 0.92% among 310,000;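 active = B-score of the integrated calcium signal more than 4 SD below the library mean, with starting fluorescence not abnormally high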;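 also: negative B-score means reduced calcium response which marks RGS4 activation or potentiation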
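Assay system: Inducible-RGS4 HEK293 cells carrying M3 receptor | Schedule: Compound preincubation 20 min at room temperature before agonist | Signal: Kinetic calcium fluorescence imaging with Fluo4-AM dye, 2 µM | Read-out basis: B score from integrated fluorescence ratio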
TRPC6 act: mouse TRPC6 channel activation. Q61143. HEK293-TRPC6 membrane potential dye fluorescence; hits give high values. B-score at 10 µM. hit rate 0.13% among 310,000. AID 2550;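 active = B-score of the integrated fluorescence ratio above library mean plus 3 SD, and starting fluorescence ratio within library mean plus 5 SD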;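 also: higher score means more depolarization so channel activation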
MrgX1 agonist: activates human MrgX1 receptor signaling; B-score at 10 µM; hit rate 0.44% among 310,000; MrgX1-HEK293 cells, Fluo-4 calcium fluorescence, agonist mode; hits give high values; Q96LB2;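 active = calcium response B-score plate-corrected fluorescence ratio at least 3 library SD, with starting fluorescence B-score inside 5 SD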
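System: HEK293 cells stably expressing human MrgX1 receptor; Dosing: test compound in the initial addition of three; Schedule: overnight plating, then 30 min 37 °C plus 30 min room-temperature dye loading; Detection: kinetic calcium dye fluorescence, Fluo-4 NW; Controls: per-plate positive and negative controls for Z′ factor.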
SKKanGAS inh: SKKanGAS growth inhibition. hit rate 1.3% among 300,000. inhibition, % at 7.5 µM. AID 1662. S. pyogenes SKKanGAS, kanamycin growth, BacTiter-Glo, 6 h;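 active = mean replicate score, as percent of positive control median, at least 50; inconclusive = mean below 50 but one replicate at or above 50; inactive = mean and every replicate below 50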;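 also: strain carries kanamycin resistance gene driven by streptokinase promoter and grows in 40 µg/ml kanamycin; loss of luminescence reflects streptokinase promoter inhibition or plain growth inhibition; 0% = median of DMSO wells and 100% = positive control at its reference dose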
RGS4 inh: human RGS4 inhibition; hit rate 0.45% among 310,000; P49798; B-score at 10 µM; HEK293 M3R/RGS4 inducible, Fluo-4 calcium flux; hits give high values; triggered by carbachol at its EC20;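 active = B-score, a plate-corrected calcium signal, over three deviations above library mean, with baseline fluorescence within five deviations of library mean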;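 also: RGS4 expression induced by doxycycline in cells with stable M3 receptor; B-score is computed from the integrated fluorescence ratio over baseline after carbachol; higher B-score means a larger calcium signal and so more RGS4 inhibition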
MrgX1 PAM: allosterically activates human MrgX1 receptor signaling. Q96LB2. MrgX1-HEK293, Fluo-4 calcium flux, FDSS; hits give high values. B-score at 10 µM. hit rate 0.63% among 310,000. AID 588675;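 active = plate-corrected calcium response at least 3 library SD above typical, normal starting fluorescence, not activating the receptor alone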;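 also: compound read alongside a low EC10 to EC30 dose of BAM8-22 agonist; peak minus trough fluorescence over baseline measured at the second addition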
TRPC6 inhibitor: mouse TRPC6 channel inhibition. B-score at 10 µM. AID 2553. HEK293-TRPC6, membrane potential dye, ACh-evoked depolarization; hits give low values. hit rate 1.1% among 310,000. Q61143;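 active = B-score under library mean minus 3 SD, initial fluorescence not abnormally high, positive integrated signal ratio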;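 also: B-score derived from integrated fluorescence ratio over the kinetic read; more negative B-score means stronger inhibition of depolarization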
TRPC4 inh: inhibitors of mouse TRPC4 channel; HEK293 TRPC4beta/mu-opioid, DAMGO-evoked Fluo4 calcium flux; hits give low values; Q9QUQ5; AID 2247; hit rate 0.39% among 300,000; B-score at 10 µM;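 active = B-score over 3 SD under the library average, no early fluorescence shift, positive overall ratio signal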
Target sequence (Q9QUQ5 whole entry, looked up): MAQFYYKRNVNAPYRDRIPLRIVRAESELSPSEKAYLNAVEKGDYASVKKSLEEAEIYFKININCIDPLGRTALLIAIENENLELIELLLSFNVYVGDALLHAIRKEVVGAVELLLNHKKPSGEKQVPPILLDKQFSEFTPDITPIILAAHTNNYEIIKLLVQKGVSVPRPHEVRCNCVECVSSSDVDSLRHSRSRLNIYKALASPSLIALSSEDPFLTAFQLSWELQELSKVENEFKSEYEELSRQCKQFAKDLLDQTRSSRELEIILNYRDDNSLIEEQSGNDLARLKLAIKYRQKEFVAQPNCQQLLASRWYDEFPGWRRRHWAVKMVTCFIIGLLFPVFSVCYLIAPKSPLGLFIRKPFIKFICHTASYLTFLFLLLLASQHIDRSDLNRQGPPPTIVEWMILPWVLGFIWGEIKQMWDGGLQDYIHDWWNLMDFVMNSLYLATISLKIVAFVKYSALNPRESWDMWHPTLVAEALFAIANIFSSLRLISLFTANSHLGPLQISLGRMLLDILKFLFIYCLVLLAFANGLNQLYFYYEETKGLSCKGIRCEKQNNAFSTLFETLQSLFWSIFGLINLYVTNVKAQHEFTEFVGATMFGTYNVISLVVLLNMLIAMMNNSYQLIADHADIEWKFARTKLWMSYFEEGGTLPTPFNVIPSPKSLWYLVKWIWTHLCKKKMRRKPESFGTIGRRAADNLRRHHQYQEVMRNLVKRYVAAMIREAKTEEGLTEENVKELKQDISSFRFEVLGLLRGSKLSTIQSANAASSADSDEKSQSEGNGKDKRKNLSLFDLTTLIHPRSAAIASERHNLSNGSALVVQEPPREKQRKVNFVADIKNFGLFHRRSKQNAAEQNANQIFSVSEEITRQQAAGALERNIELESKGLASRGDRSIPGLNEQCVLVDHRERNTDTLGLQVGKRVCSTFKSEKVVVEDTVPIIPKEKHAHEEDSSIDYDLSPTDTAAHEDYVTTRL
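test system = HEK293 cells with stable TRPC4beta plus mu-opioid receptor expression | detection = Fluo4 Ca2+ flux fluorescence | read-out = integrated fluorescence ratio relative to baseline, converted to per-well B score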
* = called active by the depositor; i = inactive; ? = inconclusive; . = not tested or not shown.

Molecule | MrgX1 PAM | Platelet DG rel | MrgX1 agonist | SKKanGAS inh | TRPC6 inhibitor | RGS4 act | TRPC4 inh | TRPC6 act | MrgX1 antag | HIF act | RGS4 inh
CC(/C=C/c1ccc(N(C)C)cc1)=N/N=C1/NC(=O)CC(C(=O)Nc2ccc(Cl)cc2)S1 (centres undefined) | i | -2 | i | 95* | i | i | i | i | i | 1.1 | i
COc1ccc(S(=O)(=O)Nc2ccc3c(c2)OCCO3)cc1OC | i | -1 | i | -1 | i | i | i | i | i | -0.6 | i
Cc1ccc(C)c(S(=O)(=O)NCc2ccc(C(=O)N3CCN(C)CC3)cc2)c1 | i | -7 | i | 3 | i | i | i | i | i | . | i
O=C(C1CCCN(S(=O)(=O)c2cccc3cccnc23)C1)N1CCc2ccccc21 (centres undefined) | i | 3 | i | -1 | i | i | i | i | i | -0.2 | i
Cc1nc(-c2ccc(NC(=O)c3cccs3)cc2)cs1 | i | 11 | i | 9 | i | i | i | i | i | -3.3 | i
O=C(CSc1nnc(COc2ccc(Cl)cc2)n1Cc1ccco1)c1ccccc1F | i | 0 | i | 2 | i | i | i | i | i | -0.1 | i
CCOC(=O)C1(CCOC)CCN(Cc2cccc(OCc3ccccc3)c2)CC1 | i | -3 | i | -5 | i | i | i | i | i | -1.3 | i
COc1ccc(NC(=O)C(=O)NCC2CCCN2S(=O)(=O)c2cc(C)ccc2C)cc1 (centres undefined) | i | -4 | i | 2 | i | i | i | i | i | 1.1 | i
CCc1ccccc1NC(=S)N(Cc1ccc(C(=O)O)cc1)Cc1ccc(OC)c(OC)c1 | i | -1 | i | 2 | i | i | i | i | i | 0.7 | i
CC(C)c1ccc(NC2CCCN(C(=O)c3ccc(N4CCOCC4)cc3)C2)cc1 (centres undefined) | i | -3 | i | -2 | i | i | i | i | i | -0.3 | i
CCCCS(=O)(=O)N1CCCC(C(=O)NCC2CCCO2)C1 (centres undefined) | i | -9 | i | -3 | i | i | i | i | i | 0.6 | i
Cc1cc(NC(=O)CCC(=O)N(CC(=O)NC2CCCC2)c2ccc(F)c(Cl)c2)no1 | i | 3 | i | -2 | i | i | i | i | i | 0.2 | i
CC(=O)NC(CCCCNC(=S)NC1CCCCC1)C(=O)O (centres undefined) | i | 0 | i | -1 | i | i | i | i | i | 0.1 | i
CCC(=O)Nc1ccc(NC(=S)NC(=O)c2cc3ccccc3o2)cc1 | i | 36 | i | -11 | i | i | i | i | i | 3.0 | i
Cc1oc(-c2ccc(Cl)cc2)nc1CN1CCCC(C(=O)N2CCN(C(=O)c3ccco3)CC2)C1 (centres undefined) | i | 3 | i | -1 | i | i | i | i | i | 0.2 | i
CC(=O)Nc1ccc(N2C(=O)c3cccc(NC(C)=O)c3C2=O)cc1 | i | 1 | i | -5 | i | i | i | i | i | -0.1 | i
CCCCn1c(NC(=O)c2ccc(F)cc2)c(C#N)c2nc3ccccc3nc21 | i | -1 | 54* | 31 | i | i | i | i | i | -0.2 | i
COc1ccc2c(c1)[nH]c1c(=O)n(CCN3CCCC3)cnc12 | i | . | i | . | i | i | i | i | i | . | i
C=CCn1c(=NC(=O)c2cc(Cl)sc2Cl)sc2cc(S(N)(=O)=O)ccc21 | i | -2 | i | 7 | i | i | i | i | i | 0.9 | i
N#C/C(=C\c1ccccn1)c1nc2ccccc2s1 | i | 2 | i | -12 | i | i | i | i | -7.2* | 2.7 | i
Cc1noc(C)c1COC(=O)CCc1nc2ccccc2c(=O)[nH]1 | i | 5 | i | -5 | i | i | i | i | i | -0.3 | i
O=C(COc1coc(CN2CCCc3ccccc32)cc1=O)Nc1ccccc1 | i | -7 | i | 6 | i | i | i | i | i | 0.6 | i
COc1cc(/C=N/NC(=O)c2cccc([N+](=O)[O-])c2)cc(OC)c1O | i | 12 | i | -5 | i | i | i | i | i | 0.1 | i
O=S(=O)(NCC(O)c1ccccc1)c1ccc(-c2ccccn2)s1 (centres undefined) | i | -1 | i | -10 | i | i | i | i | i | -0.1 | i
Cc1onc(-c2c(Cl)cccc2Cl)c1C(=O)NC(=S)N1CCOCC1 | i | -25 | i | -3 | i | i | i | i | i | -0.6 | i
O=C(NCCCc1nc2ccccc2[nH]1)c1ccc(F)cc1 | i | 17 | i | -4 | i | i | i | i | i | 0.0 | i
Cc1cccnc1NC(=S)NC(=O)/C=C/c1ccco1 | i | 9 | i | 5 | i | i | i | i | i | 3.1 | i
O=C(OCn1ncc(Br)c(Br)c1=O)c1ccccc1Cl | i | 9 | i | 6 | i | i | i | i | i | 1.8 | i
CC(C)(C)c1ccc(OC2=CS(=O)(=O)c3ccccc32)cc1 | i | -9 | i | 31 | i | i | i | i | i | 0.4 | i
S=c1[nH]cc(-c2ccc(Cl)cc2)n1-c1ccccc1 | i | 1 | i | -13 | i | i | i | i | i | -0.4 | i
COc1ccc(-c2cc(=O)oc3cc(OCC(=O)c4cccc([N+](=O)[O-])c4)ccc23)cc1 | . | -4 | . | 11 | i | i | i | i | . | -0.3 | i
O=[N+]([O-])c1c(NCCCO)cc(Sc2nc3ccccc3s2)c2nonc12 | i | -9 | i | 78* | i | i | i | i | i | 0.4 | 4.7*
O=C(Nc1nnc(COc2ccccc2)s1)C1CCN(S(=O)(=O)c2ccc(Cl)cc2)CC1 | i | -5 | i | 7 | i | i | i | i | i | -0.7 | i
CNc1nc(-c2ccc3c(c2)CCN3S(=O)(=O)c2ccccc2)c(C)s1 | i | 3 | i | -7 | i | i | i | i | i | 0.0 | i
CC(NC(=O)c1cn(C)c2ccc(S(=O)(=O)N3CCCC3)cc2c1=O)c1ccc2c(c1)OCCO2 (centres undefined) | i | 4 | i | 1 | i | i | i | i | i | -0.6 | i
CCOC(=O)N1CCC(=NNc2ccc(S(=O)(=O)N3CCOCC3)cc2[N+](=O)[O-])CC1 | i | 2 | i | 19 | i | i | i | i | i | -0.1 | i
Cc1oc(C(C)(C)C)cc1C(=O)Nc1cccc(/C=C/C(=O)O)c1 | i | 2 | i | -17 | i | i | i | i | i | -0.1 | i
CCCN1CCN(C(=O)Nc2cccc(C(F)(F)F)c2)CC1 | i | -8 | i | 2 | i | i | i | i | i | -0.2 | i
Cc1ccc(-c2nnn(CC(=O)N(c3cccc(F)c3)C(C(=O)NC3CCCC3)c3ccncc3)n2)o1 (centres undefined) | i | -3 | i | 4 | i | i | i | i | i | 2.0 | i
COc1ccc(C(=O)Nc2cccc(-c3ccc4nncn4n3)c2)cc1 | i | 0 | i | -7 | i | i | i | i | i | ? | i
CC(OC(=O)CCCc1nc2ccccc2s1)C(=O)NC(N)=O (centres undefined) | i | -11 | i | -13 | i | i | i | i | i | -0.4 | i
CC(=O)c1ccc(NC(=O)CSc2ccsc2[N+](=O)[O-])cc1 | . | -3 | . | -17 | i | i | i | i | . | 0.5 | i
COc1cccc(NC(=O)N2CCN(S(C)(=O)=O)CC2)c1 | i | -1 | i | 3 | i | i | i | i | i | -0.3 | i
C[n+]1cccc2c(Br)ccc([O-])c21 | i | 4 | i | -1 | i | i | i | i | i | -0.4 | i
CCCCNC(=O)c1cc2nc(-c3ccccc3)cc(C(F)(F)F)n2n1 | i | -3 | i | 0 | i | i | i | i | i | -0.2 | i
O=C(CN1C(=O)NC2(CCCc3ccccc32)C1=O)N1CCc2ccccc2C1 (centres undefined) | i | -1 | i | -2 | i | i | i | i | -9.3* | 0.0 | i
COc1ccc2c(c1OC)C(=O)OC2Nc1nc(-c2cc3cc(Br)ccc3oc2=O)cs1 (centres undefined) | i | 31 | i | -1 | i | i | i | i | i | 2.9 | i
O=C(c1cccc(S(=O)(=O)N2CCCCCC2)c1)N1CCN(c2ccccc2)CC1 | i | 5 | i | 16 | -5.2* | i | i | i | i | -0.1 | i
CC1=NN(C(=O)c2nn(C)cc2Br)C(O)(C(F)(F)F)C1 (centres undefined) | i | -3 | i | -4 | i | i | i | i | i | 1.6 | i
COc1cc(OC)c(C(=O)OCC(=O)Nc2ccccc2Cl)cc1OC | i | 4 | i | -10 | i | i | i | i | i | 0.7 | i
COc1ccc(C(NC(=O)c2ccco2)c2ccc(OC)c(OC)c2)cc1OC | i | 5 | i | -10 | i | i | i | i | i | 0.9 | i
CC(C)CNC(=O)C(=O)Nc1ccc2c(c1)N(S(=O)(=O)c1cccs1)CCC2 | i | 2 | i | -4 | i | i | i | i | i | 0.2 | i
CN(C(=O)COC(=O)C1CCN(S(=O)(=O)c2c(Cl)cccc2Cl)CC1)C1CCCCC1 | i | 8 | i | 3 | i | i | i | i | i | -0.8 | i
CCn1c(C)nc2cc(C(=O)NNC(=S)Nc3ccccc3Cl)ccc21 | i | 3 | i | 9 | i | i | i | i | i | 4.1 | i
CC(CCc1ccco1)NC(=O)Cn1ncc2c(=O)oc3ccccc3c21 (centres undefined) | i | -14 | i | 5 | i | i | i | i | i | 0.0 | i
CC(C)(CO)NS(=O)(=O)c1ccc2c(c1)Cc1cc(S(=O)(=O)NC(C)(C)CO)ccc1-2 | i | -3 | i | 3 | i | i | i | i | i | -0.6 | i

Later entries.
Molecule | MrgX1 PAM | Platelet DG rel | MrgX1 agonist | SKKanGAS inh | TRPC6 inhibitor | RGS4 act | TRPC4 inh | TRPC6 act | MrgX1 antag | HIF act | RGS4 inh
Cc1ccc(-c2nn(C)c(=O)c3ccccc23)cc1CNC(=O)NC1CCCCC1 | i | -7 | i | 3 | i | i | i | i | i | -0.4 | i
Cc1c(C(=O)NCc2ccc(S(N)(=O)=O)cc2)oc2ccc(Cl)cc12 | i | -1 | i | -18 | i | i | i | i | i | -0.4 | i
C=CCn1c(Cc2cccs2)nnc1SCC(=O)NC1CC1 | i | 5 | i | -1 | i | i | i | i | -8.8* | -0.2 | i
Cc1cc(C(=O)CSc2nnnn2C)c(C)n1CCc1ccc(Cl)cc1 | i | -5 | i | 3 | i | i | i | i | i | -0.2 | i
CCOC(=O)Cc1nc(-c2ccc(Cl)cc2)n[nH]1 | i | -7 | i | 9 | i | i | i | i | i | 0.5 | i
COc1ccc2c(-c3cccnc3)cc(=O)[nH]c2c1 | i | 4 | i | 2 | i | i | i | i | i | -0.6 | i
Cc1ccc(CO/N=C\Cc2snc(Sc3ncc(C(F)(F)F)cc3Cl)c2C#N)cc1 | i | 9 | i | 7 | i | i | i | i | i | -0.2 | i
O=C(CCC(=O)N1CCOc2ccccc21)Nc1cc(F)ccc1F | i | 19 | i | -6 | i | i | i | i | i | 0.1 | i
